BAZ2B inh – qHTS Assay for Inhibitors of BAZ2B; 360,000 compounds, 4.4% hits; Potency, µM (series often up to 114 µM), for the others: at the highest dose activity change, negative = inhibition, actives largely listed as inhibitors; AlphaScreen BAZ2B-H3K14Ac peptide displacement; further: on the % scale 0 is the no-effect control and ±100 the full control effect; nearly all actives have a fitted effect of over 60% in size
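Complex of BAZ2B and biotin-H3K14Ac (50 nM apiece) forms over 30 min at RT, then faces library compounds up to 110 uM for another 30 min; AlphaScreen beads added, 20 min dark incubation, luminescence read.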
PGK inhibitor – qHTS Assay to Find Inhibitors of Phosphoglycerate Kinase | Phosphoglycerate kinase, glycosomal (Trypanosoma brucei brucei), P07378 | PGK/GAPDH coupled, Kinase-Glo luminescence, 60 min | Potency, µM (top dose mostly 57.5 µM), inactives show top-dose activity change, negative = inhibition, most hits filed as inhibitors | 380,000 compounds, 0.043% hits | AID 602233, 2012; further: on the % scale 0 is the no-effect control and ±100 the full control effect; nearly all actives have a fitted effect of over 60% in size
Target sequence (P07378 whole entry, looked up): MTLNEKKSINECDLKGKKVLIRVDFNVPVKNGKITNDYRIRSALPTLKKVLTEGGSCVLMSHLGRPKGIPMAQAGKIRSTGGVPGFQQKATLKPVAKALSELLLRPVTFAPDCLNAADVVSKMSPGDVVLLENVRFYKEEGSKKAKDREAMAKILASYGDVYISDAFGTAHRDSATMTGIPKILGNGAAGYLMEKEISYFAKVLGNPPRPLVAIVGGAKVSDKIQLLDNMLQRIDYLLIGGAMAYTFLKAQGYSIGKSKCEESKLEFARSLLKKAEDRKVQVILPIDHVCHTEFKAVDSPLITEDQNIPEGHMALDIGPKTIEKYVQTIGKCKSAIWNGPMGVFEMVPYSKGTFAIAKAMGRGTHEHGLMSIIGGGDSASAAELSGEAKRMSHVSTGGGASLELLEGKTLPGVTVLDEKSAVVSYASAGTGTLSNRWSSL
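Recombinant glycosomal PGK reaction used 1,3-bisphosphoglycerate generated in-well by GAPDH (100nM final) in 100mM TEA pH 7.6, 5mM MgCl2, 0.01% Tween-20. After 60 minutes at room temperature, ATP was read by Kinase-Glo Plus luminescence end-point.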
JMJD2A Tudor – qHTS Assay for Inhibitors of JMJD2A-Tudor Domain; AlphaScreen JMJD2A-Tudor / H3K4me3 peptide binding; Potency, µM (titrated, usually from 114 µM), inactives show at the highest dose activity change, negative = inhibition, usual class: inhibitors; 390,000 compounds, 4.4% hits; AID 504339, 2011; further: on the % scale 0 is the no-effect control and ±100 the full control effect; nearly all actives have a fitted effect of over 50% in size
Pol iota inh – qHTS for Inhibitors of Polymerase Iota; DNA polymerase iota (Homo sapiens), Q9UNA4; 390,000 compounds, 1% hits; AID 588590, 2011; Potency, µM (series often up to 115 µM), for the others: at the top dose activity, negative = inhibition, most hits filed as inhibitors; Pol iota fluorescent replication assay, 10 min
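Pol iota at 10 nM preincubated 15 min with compounds at room temperature; reaction started with fluorescent substrate, 50 nM final. Fluorescence read kinetically at 0 and 10 min; buffer-only wells as negative control.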
BLM inh – qHTS Assay for Inhibitors of Bloom's syndrome helicase (BLM) | recombinant BLM DNA unwinding, fluorescence dequenching | 350,000 compounds, 0.2% hits | Potency, µM (highest dose often 56.1 µM), for the others: at the top dose activity change, negative = inhibition, actives largely listed as inhibitors | RecQ-like DNA helicase BLM (Homo sapiens), P54132;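 further: plate controls were vehicle for no effect and no enzyme for full effect; nearly all actives have a fitted effect of over 35% in size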
Pin1 inhibitor – qHTS Assay to Find Inhibitors of Pin1; Peptidyl-prolyl cis-trans isomerase NIMA-interacting 1 (Homo sapiens), Q13526; Pin1 FP peptide displacement, HiFluor488, 10 min; Potency, µM (top dose mostly 115 µM), for inactives: at the top dose activity, negative = inhibition, usual class: inhibitors; 390,000 compounds, 0.009% hits; AID 504891, 2011; active means well fitted inhibition curve with a large enough effect in the polarisation, with a control signal flat, not every such curve was filed as active; inconclusive means small, poorly fitted or top-dose-only effect, or effect the other way, or a change in a side signal; inactive means no such curve, though single readings can be large or run the other way; the % refers to the polarisation; further: on the % scale 0 is the no-effect control and ±100 the full control effect
Target sequence (Q13526 whole entry, looked up): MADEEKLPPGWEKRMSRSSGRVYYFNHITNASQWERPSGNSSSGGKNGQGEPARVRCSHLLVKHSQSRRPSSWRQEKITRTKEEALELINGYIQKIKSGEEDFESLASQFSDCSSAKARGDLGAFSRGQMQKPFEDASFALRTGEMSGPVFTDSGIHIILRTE
G9a block – qHTS Assay for Inhibitors of Histone Lysine Methyltransferase G9a | 350,000 compounds, 8.8% hits | Potency, µM (top dose mostly 102 µM), for inactives: at the highest dose activity, negative = inhibition, hits mostly inhibitors | G9a H3K9 monomethylation, AlphaScreen, 2 h; further: on the % scale 0 is the no-effect control and ±100 the full control effect; nearly all actives have a fitted effect of over 75% in size
Target sequence (Q96KQ7 913-1193 limits assumed): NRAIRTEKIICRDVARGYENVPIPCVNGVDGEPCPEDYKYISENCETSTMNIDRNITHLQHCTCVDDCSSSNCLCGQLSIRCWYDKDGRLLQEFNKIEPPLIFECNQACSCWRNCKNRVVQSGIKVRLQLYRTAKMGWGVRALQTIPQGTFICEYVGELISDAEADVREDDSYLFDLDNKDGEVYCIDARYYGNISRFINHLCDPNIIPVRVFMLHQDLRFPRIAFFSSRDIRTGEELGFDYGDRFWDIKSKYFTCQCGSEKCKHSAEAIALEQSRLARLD
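Compounds were preincubated with 20 nM G9a for 15 min, after which biotinylated H3K9 peptide (500 nM) and SAM (20 uM) started a 2 h room-temperature reaction. Monomethylated product was quantified by antibody-based AlphaScreen chemiluminescence.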
HP1b chromo inh – HTS for Inhibitors of HP1-beta Chromodomain Interactions with Methylated Histone Tails; Chromobox protein homolog 1 (Homo sapiens), P83916; 390,000 compounds, 0.56% hits; AlphaScreen HP1-beta / biotin-H3K9me3 peptide binding; Potency, µM (series often up to 114 µM), inactives show top-dose activity change, negative = inhibition, usual class: inhibitors; further: nearly all actives have a fitted effect of over 70% in size; inactives centre near 23
Target sequence (P83916 whole entry, looked up): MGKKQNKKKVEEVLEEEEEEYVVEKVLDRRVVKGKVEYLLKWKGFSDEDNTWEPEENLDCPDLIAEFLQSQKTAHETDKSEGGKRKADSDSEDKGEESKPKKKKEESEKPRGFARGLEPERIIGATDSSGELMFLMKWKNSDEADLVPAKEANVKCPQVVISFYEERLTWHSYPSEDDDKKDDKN
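Compound inhibition of the preformed complex between 50 nM HP1-beta and 50 nM biotinylated H3K9me3 peptide was read by AlphaScreen. Buffer was PBS pH 7.4 with 0.01% Tween-20. Incubations ran 30 min at room temperature, with 10 ug/mL donor/acceptor beads.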
GLS inhibitor – qHTS for Inhibitors of Glutaminase (GLS); Glutaminase kidney isoform, mitochondrial (Homo sapiens), O94925; GLS enzymatic activity, qHTS titration; Potency, µM (titrated, usually from 45.5 µM), for the others: top-dose activity change, negative = inhibition, hits mostly inhibitors; 410,000 compounds, 0.21% hits; AID 624170, 2012; further: on the % scale 0 is the no-effect control and ±100 the full control effect
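Glutamate formation by hKGA was monitored fluorometrically using coupled glutamate oxidase, HRP and Amplex Red. Substrate was added as 1 mM L-glutamine solution; incubation was 30 min at RT after an initial read.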
An asterisk follows results filed as active; i = inactive; ? = inconclusive; · = not tested or not shown; [ ] = another dose, or the depositor's remark. Unless noted, the call rests on the fitted dose curve; in most records, active means well fitted curve in the direction sought with a large enough effect; inconclusive means small, poorly fitted or top-dose-only effect, or another doubt; inactive means no such curve, though single readings can be large; an effect the other way counts as inactive or inconclusive. Potency means the concentration at half of the fitted maximal effect. This is a subset. The share of hits here may be higher or lower than overall.

SMILES	BAZ2B inh	PGK inhibitor	JMJD2A Tudor	Pol iota inh	BLM inh	Pin1 inhibitor	G9a block	HP1b chromo inh	GLS inhibitor
O=C(NC(Cc1ccccc1)C(=O)O)/C(=C/c1ccc([N+](=O)[O-])cc1)NC(=O)c1ccccc1 (configuration not stated)	-21%	-1%	-17%	81%[activator]	0%	-11%	-15%	35%[activator]	-7%
CC(C)CCSc1nnc(Cn2c(=O)sc3ccccc32)n1C	-2%	-2%	-9%	-2%	-9%	0%	-1%[59 µM]	37%	0%
O=C(NC1CCCCCC1)C1CCN(S(=O)(=O)c2cnc[nH]2)CC1	10%	-10%	-8%	40%[activator]	-1%	1%	-33%	31%[activator]	2%
Cc1ccc(C(=O)NCC(=O)OC(C)C(=O)NC2CCCCC2C)cc1C (configuration not stated)	8%	5%	0%	30%	·	-11%	7%[12.7 µM]	19%	-6%
O=S(=O)(NC1CCN(Cc2ccccc2)CC1)c1cccc(S(=O)(=O)N2CCOCC2)c1	-6%	2%	-20%	1%	-4%	4%	?	7%	-7%
O=C(O)CNS(=O)(=O)c1ccc2[nH]c(=O)c(=O)[nH]c2c1	-5%	i	-15%	142%[activator]	-1%	-4%	56µM*	19%	1%
COc1cccc(-n2nc3c(=S)[nH]nc(C)c3c2C)c1	4%	-1%	-9%	26%	2%	7%	-8%[2.33 µM]	47%[activator]	-5%
OCCNc1nc(OCC(F)(F)F)nc(N2CCN(C34CC5CC(CC(C5)C3)C4)CC2)n1	10%	5%	0%	19%	1%	-5%	-1%[12.7 µM]	53%[activator]	20%
CCN(CC)S(=O)(=O)c1cccc(-c2nnc(SCc3nnc(-c4ccccc4)o3)n2C)c1	6%	-8%	-11%	14%	-1%	-11%	3%	18%	9%
COc1cccc(C(=O)NNC(=O)Cc2ccc([N+](=O)[O-])cc2)c1	0%	-1%	-10%	3%	1%	6%	-51%[59 µM]	19%	9%
O=S(=O)(c1ccccc1)c1nc(NCc2cccnc2)sc1Cl	-30%	i	-3%	44%[activator]	-4%	4%	-48%	47%[activator]	-2%
Cn1c(=O)oc2cc(S(=O)(=O)N3CCCC(C(=O)NCc4ccc5c(c4)OCO5)C3)ccc21 (configuration not stated)	6%	-1%	-9%	-11%	1%	-2%	8%	36%	0%
Cc1ccc(N2C(=O)CSC2=S)cc1C	?	i	-18%	-4%	-3%	8%	?	89%[activator]	8%
CCn1c(=O)n(CC)c2cc(N3CCCC3)c(NC(=O)c3ccccc3)cc21	?	i	-29%	10%	0%	-5%	40µM*	1%	-21%
CCOC(=O)C1CCCN(CCC(=O)Nc2ccc(Br)cc2)C1 (configuration not stated)	-4%	-4%	3%	103%[activator]	-9%	-8%	·	33%	5%
CCN1C(=O)[C@H]2[C@@H](c3ccc(C)cc3)N3C(=O)N(c4cccc(Br)c4)C(=O)[C@@]3(CC)[C@H]2C1=O	1%	-8%	-5%	23%	·	-5%	0%[2.33 µM]	53%[activator]	-2%
Cc1ccc(Cc2nnc(SCC(=O)Nc3ccccc3Cl)[nH]c2=O)cc1	5%	5%	-9%	-15%	·	-9%	-2%	20%	18%
O=C(OCCOCCN=C1NS(=O)(=O)c2ccccc21)c1ccccc1	11%	-9%	-15%	51%[activator]	0%	-1%	7%	-8%	-7%
CCOC(=O)C(CCSC)Nc1nc(Cl)nc(Nc2ccc(Cl)cc2)n1 (configuration not stated)	·	i	?	9%	·	8%	·	-5%	11%
CC(C)c1nnc(SCC(=O)Nc2ccc3c(c2)OCCO3)n1C	-15%	i	-2%	1%	-3%	-7%	-3%	16%	-12%
CCN(CC(=O)Nc1cc(Cl)ccc1C)C(=O)COc1ccccc1F	-10%	8%	-9%	103%[activator]	-3%	0%	-2%	36%	0%
COc1cc(C(=S)NC2CCCCC2)ccc1O	-27%	0%	-24%	31%[activator]	0%	-10%	35µM*	-23%	8%
COc1ccccc1N1CCN(Cc2nc3ccccc3[nH]2)CC1	-8%	-10%	-13%	25%	-4%	-7%	-5%	28%	-2%
Cc1nonc1OCCNCCNc1ccccc1[N+](=O)[O-]	-29%	·	-25%	3%	0%	5%	-39%	23%	1%
O=C(Nc1ncc(Cc2ccc(Cl)cc2)s1)c1ccc2c(c1)CC(c1ccccc1)OC2=O (configuration not stated)	-11%	4%	-7%	34%[activator]	0%	2%	3%[59 µM]	36%	-9%
CC(=O)Nc1ccc(NC(=O)CCC(=O)OCC(=O)c2cccc([N+](=O)[O-])c2)cc1	8%	-1%	-21%	-5%	1%	-13%	69%[activator][59 µM]	16%	-6%
O=C(NCc1ccc(F)cc1)C1CCCN(c2ncnc3onc(-c4ccc(F)cc4)c23)C1 (configuration not stated)	17%[57.1 µM]	i	-15%	0%	-2%	-1%	-4%[59 µM]	62%[activator]	1%
COc1ccc(N/C(N)=N/c2nc(C)c(Cc3ccccc3)c(=O)[nH]2)cc1	13%	4%	-9%	9%	-2%	1%	·	23%	10%
Cc1c2cnn(-c3ccccc3)c(=O)c2c(C)n1CCCC(=O)Nc1ccc(F)cc1F	?	-9%	-28%	-19%	-2%	-1%	-4%[59 µM]	0%	-9%
Cc1ccc(-n2nc(C(=O)c3ccccc3)n3c(=O)cc(-c4ccccc4)nc23)cc1	0%	-6%	-15%	-14%	0%	13%	·	41%[activator]	-20%
CC1CCN(C(=O)c2ccc3c(c2)NC(=O)CN3)CC1	-15%	-9%	-3%	?	-1%	?	?	22%	-4%
O=S(=O)(Nc1cccnc1)c1ccc(F)cc1	-35%	10%	-7%	10%	-1%	-3%	2%	39%[activator]	-2%
O=C(CSc1nnc(NC(=O)CN2CCOCC2)s1)Nc1ccccc1	-35%	-4%	-10%	6%	3%	-9%	?	33%	7%
O=C(NCC1CCCO1)C1CCN(C2CCN(C(=O)CC3CCCC3)CC2)CC1 (configuration not stated)	6%	3%	-1%	30%	2%	8%	·	13%	-3%
Cc1cccc2cc3c(N)c(C#N)sc3nc12	9%	-9%	11%	?	-1%	?	7.9µM*	112%	-12%
Cc1ccc(S(=O)(=O)N(C)C)cc1NC(=O)C1CCCCN1S(=O)(=O)c1ccccc1 (configuration not stated)	-30%	5%	-22%	15%	·	-1%	-30%[12.7 µM]	21%	2%

Sorted by formula weight (high to low): four of the compounds above.
SMILES	BAZ2B inh	PGK inhibitor	JMJD2A Tudor	Pol iota inh	BLM inh	Pin1 inhibitor	G9a block	HP1b chromo inh	GLS inhibitor
Cc1c2cnn(-c3ccccc3)c(=O)c2c(C)n1CCCC(=O)Nc1ccc(F)cc1F	?	-9%	-28%	-19%	-2%	-1%	-4%[59 µM]	0%	-9%
O=C(NCC1CCCO1)C1CCN(C2CCN(C(=O)CC3CCCC3)CC2)CC1 (configuration not stated)	6%	3%	-1%	30%	2%	8%	·	13%	-3%
COc1ccc(N/C(N)=N/c2nc(C)c(Cc3ccccc3)c(=O)[nH]2)cc1	13%	4%	-9%	9%	-2%	1%	·	23%	10%
O=S(=O)(Nc1cccnc1)c1ccc(F)cc1	-35%	10%	-7%	10%	-1%	-3%	2%	39%[activator]	-2%

(next part)
SMILES	BAZ2B inh	PGK inhibitor	JMJD2A Tudor	Pol iota inh	BLM inh	Pin1 inhibitor	G9a block	HP1b chromo inh	GLS inhibitor
COc1ccc(-c2cc(C(F)(F)F)nc(N3CCCCC3)n2)cc1OC	42%[activator]	-6%	104%[activator]	6%	-9%	5%	67%[activator][12.7 µM]	209%[activator]	14%
CCc1ccc(C(=O)c2ccccc2C(=O)O)s1	-28%	4%	8%	16%	1%	6%	6%[12.7 µM]	32%	13%
COc1ccc(OC)c(N=Cc2c(O)c3ccccc3oc2=O)c1	-20%	-1%	1%	103%[activator]	-7%	?	?	10%	-2%
OB(O)c1ccc(B(O)O)cc1	·	·	4%	13%	4%	-4%	·	8%	·
Cc1nc2c(c(=O)n1CCC(C)C)c1nc3ccccc3nc1n2CC1CCCO1 (configuration not stated)	4%	-5%	-1%	?	2%	1%	28%	33%	-10%
CCCSc1nc(N)c(C#N)c(-c2ccc(C)cc2)c1C#N	-1%	-4%	-11%	-12%	2%	0%	-6%[59 µM]	33%	-11%
COc1ccc(N(CC(=O)Nc2cccnc2)S(=O)(=O)c2ccccc2)cc1Cl	-1%	i	-10%	21%	-6%	1%	14%	0%	-5%
CN(C)S(=O)(=O)c1cccc(NS(=O)(=O)c2ccc(Cl)s2)c1	4%	i	-4%	-6%	0%	7%	-3%[59 µM]	24%	1%
CN(CCOc1ccc(Cl)cc1)C(=O)C1CCN(C(=O)c2ccc(F)cc2)CC1	-19%	-4%	-20%	-7%	1%	-4%	22%	23%	-12%
Fc1ccccc1CNc1ncnc2sccc12	9%	-8%	-14%	53%[activator]	2%	-1%	11%	-8%	5%
COc1ccc([N+](=O)[O-])cc1NC(=O)CSc1nc(C)c(C)c(C)n1	2%	-10%	-14%	9%	1%	1%	-9%[59 µM]	24%	-10%
CCN1CCN(c2ncnc3c2cnn3-c2cc(Cl)ccc2C)CC1	2%	-2%	-3%	18%	0%	4%	?	38%	-17%
C#CCSc1ncc(-c2ccccc2)cn1	23%	-16%	19%	15%	-3%	-2%	14%	49%[activator]	-11%
N#Cc1ccc(S(=O)(=O)N2CCC(Oc3cccc(C(F)(F)F)c3)CC2)cc1	-8%	-4%	-4%	-1%	-7%	11%	24%[59 µM]	35%[activator]	7%
CNC(=S)NNC(=O)c1sccc1OCc1cccc(C(F)(F)F)c1	-3%	-4%	-1%	-3%	-5%	2%	·	21%	-17%
Cc1cc(C)cc(NC(=O)CSc2nnc(CN3CCOCC3)n2C)c1	0%	-10%	-13%	5%	-8%	3%	5%[59 µM]	36%	0%
